Assay outcomes from PubChem BioAssay.
Lipid storage S3 = qHTS Assay for Lipid Storage Modulators in Drosophila S3 Cells; hit rate 0.64% among 320,000; Drosophila S3 cells, BODIPY lipid droplet fluorescence, 18-24 h; cells fed with added oleic acid; Potency in µM for hits, for the others lipid storage change, negative = inhibition, % at the top dose, mostly 46.1 µM; active = well fitted inhibition curve with a large enough effect in the signal ratio, with a control signal flat, not every such curve was filed as active; inconclusive = small, poorly fitted or top-dose-only effect, or effect the other way, or a change in a side signal; the % refers to the signal ratio
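Drosophila S3 cells got compounds at several concentrations plus oleic acid (400 uM solution). Laser-scanning cytometry with 488 nm excitation read lipid droplets at 500-530 nm and cells at 575-640 nm. Percent activity was relative to 20 uM Triacsin C.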
Lipid storage S3 cell count max = recorded beside Lipid storage S3, whose call it bears; cell number change, %; measured here: cell count max response;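 cells counted by Cell Tracker Red CMTPX staining in the red channel; peak over a dose series mostly up to 46.1 µM; percent activity relative to internal control wells on each plate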
* = called active by the depositor; i = inactive; ? = inconclusive; / = no result given; [ ] = dose if it differs, or a comment. % is scaled to controls: 0 for no effect and ±100 for the full control effect; potency is read from the fitted curve at half-maximal effect. The list is partial. The share of hits here may be higher or lower than overall.

Lipid storage S3	Lipid storage S3 cell count max	Molecule
?	/	OCC[C@@H]1C[C@H](O)[C@@H](O)[C@]2(CCc3ccccc3O2)O1
-1.2%	1.9	Cn1c(=O)c2c(ncn2CC(=O)N/N=C/C=C\c2ccccc2[N+](=O)[O-])n(C)c1=O
8.5%	-1.6	COc1ccc(Nc2nc(-c3cccc([N+](=O)[O-])c3)nc3ccccc23)c(OC)c1
?	/	Cc1cc(NC(=O)COC(=O)C2CC(=O)N(c3ccc(C)c(Cl)c3)C2)no1 (stereo not drawn)
-1.3%	9.6	Cc1c(Cc2ccccc2)sc(NC(=O)C(C)(C)C)c1C(N)=O
?	/	Cc1ccc(C(C)NC(=O)c2ccncc2)c(C)c1 (stereo not drawn)
?	/	COc1ccc(S(=O)(=O)N2CCOC2CNC(=O)C(=O)NCCc2ccc(OC)c(OC)c2)cc1 (stereo not drawn)
?	/	Cc1ccc(S(=O)(=O)NCc2ccc3c(c2)cc(C)n3C)cc1
?	/	C/[N+]([O-])=C/c1c(OCc2ccc(Cl)cc2Cl)ccc2ccccc12
19.7%	-2.4	N#Cc1c[nH]n2c(=O)c3c(nc12)CCCC3
-10.8%	16.8	O=C(CCCN1C(=O)/C(=C/c2ccccc2Cl)SC1=S)NCCCN1CCOCC1
?	/	Cc1cc(NC(=O)CSc2nccn2-c2ccc(Cl)cc2)no1
?	/	Cc1ccc(C)c(Nc2cc(C)nc3ncnn23)c1
?	/	CC(C)C[C@@]12C(=O)N(c3cccc(Br)c3)C(=O)N1[C@H](c1ccc(F)cc1)[C@@H]1C(=O)N(C3CCCCC3)C(=O)[C@@H]12
?	/	CCOc1cccc(/C=C2/NC(=O)N(CC(=O)Nc3cccc(C)c3)C2=O)c1O
19.1%	/	CCn1c(SCC(=O)Nc2ccccc2OC)nc(O)cc1=O
?	/	O=C(O)/C=C/c1cn(Cc2ccccc2)nc1-c1ccc(Cl)cc1
?	/	COc1cccc2c1C(=O)c1c(O)c3c(c(O)c1C2=O)C[C@@](O)(C(=O)CO)C[C@@H]3O[C@H]1C[C@H](N)[C@H](O)[C@H](C)O1
3.0%	-0.5	CCn1c(COc2cccc3cccnc23)nnc1SCC(=O)OC
i[0.0737 µM]	/	COc1ccc(C(CNS(=O)(=O)c2ccc(C)cc2)N2CCN(C)CC2)cc1 (stereo not drawn)
?	/	O=C(NC1CC2CCCC(C1)N2S(=O)(=O)c1ccccc1)c1ccccc1 (stereo not drawn)
?	/	Cc1cccc(-n2nc(C(=O)Nc3ccccc3)n3c(=O)cc(-c4ccccc4)nc23)c1
?	/	COc1ccc(CCNC(=O)c2nn(C)c3c2CS(=O)(=O)c2ccccc2-3)c(OC)c1
?	/	O=C(O)CN(Cc1ccccc1)S(=O)(=O)c1ccc2c(c1)OCCO2
?	/	Cc1ccccc1OCCNc1cc(N2CCNCC2)ccc1[N+](=O)[O-]
?	/	O=C(Nc1ccc(Cl)cc1)c1ccc2c(c1)OCO2
i	18.9	CCOC(=O)C1(CCc2ccccc2)CCN(Cc2cc(OC)c(OC)cc2OC)CC1
5.6%	13.2	CCc1cc2c3c(c1)C(C)CC(C)(C)N3C(=O)C2=O (stereo not drawn)
?	/	CCCc1[nH]nc2c1C(c1ccc(OC(=O)N3CCOCC3)c(OC)c1)C(C#N)=C(N)O2 (stereo not drawn)
?	/	CNC(=S)Nc1ccc(C23CC4CC(CC(C4)C2)C3)cc1
?	/	Cc1ccc(-c2nn(-c3ccc(F)cc3)cc2C(=O)N(C)CC(=O)Nc2ccc(N3CCOCC3)cc2)cc1
-8.8%	-11.4	COC(CSc1nc(N)c2c3c(sc2n1)CN(C)CC3)OC

Single records, as listed above. Order of values: Lipid storage S3 | Lipid storage S3 cell count max
Cc1cccc(-n2nc(C(=O)Nc3ccccc3)n3c(=O)cc(-c4ccccc4)nc23)c1 is listed as ? | /
CNC(=S)Nc1ccc(C23CC4CC(CC(C4)C2)C3)cc1 is listed as ? | /
O=C(CCCN1C(=O)/C(=C/c2ccccc2Cl)SC1=S)NCCCN1CCOCC1 is listed as -10.8% | 16.8

Other compounds.
Lipid storage S3	Lipid storage S3 cell count max	Molecule
-9.4%	-19.7	CCn1c(SCc2nc3ccccc3nc2C)nnc1-c1cccs1
?	/	CSc1nc(Cl)c(Cc2ccc(OC(C)C)cc2)c(N2CCOCC2)n1
-2.8%	6.4	Cn1c(C2=C(O)CN(Cc3ccccc3)C2=N)nc2ccccc21
i	2.6	O=C(NCC(=O)N(c1cccnc1)C(C(=O)NC1CCCC1)c1ccccc1F)c1ccco1 (stereo not drawn)
-9.6%	5.3	COc1cccc(CNC(=O)CCC2CCCN(C(=O)C3=CC(=O)CC(C)(C)O3)C2)c1 (stereo not drawn)
-7.1%	-14.2	CC(C)CN(CC(C)C)CC(O)COc1ccccc1Br (stereo not drawn)
?	/	O=C(CSc1nnc(CN2CCCC2)n1-c1ccc(F)cc1)c1ccc2c(c1)OCO2
?	/	COC(=O)C1CCN(C(=O)CN2C(=O)NC(CCc3ccccc3)C2=O)CC1 (stereo not drawn)
12.1%	0.1	N#Cc1cc2c(=O)n3ccccc3nc2n(CCCN2CCOCC2)c1=O
?	/	CSc1ncccc1C(=O)Nc1ncc(C)s1
7.4%	3.4	COc1ccc(CN2CCN(c3ccccc3OC)CC2)cc1OC
?	/	CCn1c(COc2cccc(C)c2)nnc1SCC(=O)NC1CCCC1
-11.6%	-16.2	Cc1cc(C)n(-c2ccc(C(=O)NCC(c3ccco3)N3CCCC3)cc2)n1 (stereo not drawn)
?	/	Cc1ccc(S(=O)(=O)N/N=C\c2cn(CC(N)=O)c3ccccc23)cc1
16.7%	7.3	CCOc1ccc(CN(C)C(=O)c2cc(S(=O)(=O)N3CCCC3)ccc2C)cc1
i	/	CCOC(=O)c1c(C)n(C)c2ccc(OCC(O)Cn3nc(C)cc3C)cc12 (stereo not drawn)
4.6%	-15.5	Cc1ccc(NC(=O)NC(=O)N(c2ccccc2)S(C)(=O)=O)cc1
8.2%	-13.2	COc1ccc(-c2nn(-c3ccccc3)cc2/C=N/NC(=O)c2ccc3c(c2)OCO3)cc1
24.0%	/	COC(=O)CCC(NS(=O)(=O)OCC(Cl)(Cl)Cl)c1ccccc1 (stereo not drawn)
?	/	Cc1ccc(CNC(=O)C2CCN(S(=O)(=O)c3ccc4c(c3)CC(C)N4C(=O)C3CC3)CC2)cc1 (stereo not drawn)
?	/	COc1cccc(NC(=O)CN(C)C(=O)c2ccccc2OCC(=O)Nc2cccc(C(F)(F)F)c2)c1
-2.3%	7.5	CCOc1cc(C(=S)N2CCCCC2)ccc1OS(=O)(=O)c1ccc(Br)cc1
?	/	CCn1c(=O)c(=O)n(CC)c2cc(S(=O)(=O)Nc3ccc(C)cc3)ccc21
?	/	COc1ccc(S(=O)(=O)NCCc2cn3nc(C)c(C)nc3n2)cc1
5.9%	10.2	O=S(=O)(c1ccccc1)N1CCC(N2CCCCCC2)CC1
3.0%	-6.2	Nc1cc(N)nc(SCc2cc([N+](=O)[O-])cc3c2OCOC3)n1
?	/	Cc1ccc(C(=O)Nc2nc3nc(-c4ccccc4)cc(=O)n3[nH]2)cc1
?	/	NC(=S)N/N=C/c1cccc(Br)c1
?	/	O=C(O)CCC(=O)N(Cc1ccccc1)Cc1ccccc1
?	/	CC(=O)c1ccc(N2CCC(c3cc(-c4ccc(Cl)cc4Cl)n[nH]3)CC2)c([N+](=O)[O-])c1
i	/	COc1ccc(CSc2nc3ccccc3c(=O)n2CCCN2CCOCC2)cc1F
i	0.4	Cn1cnnc1SCC(=O)Nc1sccc1C#N
23.5%	/	Cc1c(C)n(CC(O)CN2CCN(C)CC2)c2ccccc12 (stereo not drawn)
-6.9%	-5.0	COc1cc2c(cc1OC)CN(C1CC(=O)N(c3c(C)cccc3C)C1=O)CC2 (stereo not drawn)
?	/	Cc1c(NC(=O)COc2ncnc3c(Cl)cc(Cl)cc23)c(=O)n(-c2ccccc2)n1C
20.3%	-6.1	C=CCn1c(=O)c2ccccc2n2c(SCc3c(C(=O)OCC)oc4ccccc34)nnc12
?	/	CC(C)(C)c1ccc(NC(=O)CC2(C(F)(F)F)OCCO2)cc1
i	-6.6	CCOC(=O)c1ccccc1NC(=O)CN(c1ccccc1)S(=O)(=O)N(C)C
1.6%	/	CCn1nc(C)c(/C=N\NC(=O)c2cccc(OC)c2)c1C
11.2%	-2.1	COC(=O)CN(c1cc(Cl)ccc1OC)S(=O)(=O)c1ccc(OC)c(OC)c1
-2.5%	5.3	COC(=O)c1cc(C(=O)c2cccc(Cl)c2Cl)cn1C
3.2%	20.7	O=C1CN(C(=O)CNCc2ccccc2)c2ccccc2N1
?	/	Cc1cc(C)c(C#N)c(SCc2cc3c(cc2Cl)OCO3)n1
?	/	CCOC(=O)c1cc(-c2ccccc2C)nn1Cc1cc(CC)no1
i	/	Cc1ccc([N+](=O)[O-])cc1NC(=O)CCSc1ccc(Cl)cc1
-3.5%	0.3	O=C(CC1SC(=O)N(c2ccccc2)C1=O)Nc1cccc2ccccc12 (stereo not drawn)
?	/	O=C(NCc1ccco1)c1ccc(COc2ccc(Cl)cc2)cc1
10.7%	5.7	COc1ccc(N/N=C2/CCCCC2=O)cc1
?	/	CCCOP(=O)(c1ccc(N(C)C)cc1)C(Nc1ccccc1)c1ccc(C)cc1 (stereo not drawn)
15.5%	10.1	Oc1ccccc1/C=N/N1CCCCC1
?	/	CC(C)c1nc(CN2CCCCC2)cc(=O)[nH]1
?	/	Cc1c(-c2ccncc2)oc2ccc(Br)cc2c1=O
?	/	CCNc1nc(NC(C)C)nc(Nn2cnnc2)n1
?	/	O=C(CCc1ccccc1)Nc1ccccc1C(=O)N1CCOCC1
?	/	CC1=CN2C(=NC(=O)CC2(C)C(=O)N(CC(=O)NC2CCCC2)Cc2ccccc2)C=C1 (stereo not drawn)
i	-20.9	CCOc1ccccc1N(C)S(=O)(=O)c1ccc2c(c1)N(C(C)=O)CCO2

More results:
Lipid storage S3	Lipid storage S3 cell count max	Molecule
?	/	O=C(Nc1cccc(C(F)(F)F)c1)n1cc(-c2ccccn2)c(N2CCOCC2)n1
?	/	CN(C)C(=O)N1CCCC(C(=O)NCc2ccc(F)cc2Cl)C1 (stereo not drawn)
?	/	Cc1ccc(C(=O)c2ncc[nH]2)cc1
i	/	COCCN1Cc2cccc(C(=O)NC(C)c3cccs3)c2C1=O (stereo not drawn)
9.5%	4.9	CCC(C)NC(=O)CNC(=O)c1nn(-c2ccc(OC)cc2OC)c(=O)c2ccccc12 (stereo not drawn)
?	/	CCOC(=O)C1CCN(C(=O)CCNS(=O)(=O)c2ccc3c(c2)CCN3C(=O)CC)CC1
?	/	CCN1CCN(S(=O)(=O)Cc2ccccc2)CC1
?	/	CCCc1cc(=O)[nH]c(SCC(=O)N2CCN(c3ccccc3)CC2)n1
i	-18.0	Cc1noc(C)c1CSCC(=O)Nc1cc(Cl)ccc1N1CCOCC1
i	-20.6	C/C(=N\NC(=O)c1ccn(C)n1)c1ccco1
?	/	O=C(CSc1ccccn1)Nc1cccc2ccccc12
12.0%	12.6	CCC(=O)N/C(=N/c1nc(C)cc(C)n1)Nc1ccc(C)cc1
?	/	CCCc1nc(-c2ccccc2O)n(-c2ccccc2)n1
?	/	COc1cccc(NC(=O)Nc2nc(SC)ns2)c1
5.6%	6.4	S=C(NCc1ccco1)N/N=C/c1ccncc1
-0.1%	6.5	O=C(Nc1ccccc1)Nc1cccc2ccccc12
-2.4%	7.7	CCOc1nc2ccccc2cc1C=O
i	/	c1ccc(-c2n[nH]c3ccccc23)cc1
?	/	COc1ccc(N2CCN(S(=O)(=O)CCNS(=O)(=O)c3ccccc3)CC2)cc1
?	/	CCOC(=O)C1CCN(C(=O)C2CCCN(S(=O)(=O)c3ccc(OC)c(Cl)c3)C2)CC1 (stereo not drawn)
?	/	CC(=O)NCCOc1ccc(C(=O)O)cc1
i	-14.4	Cc1ccc(S(=O)(=O)CC(=O)Nc2ncc([N+](=O)[O-])s2)cc1
?	/	C/C(CCc1ccccc1)=N\NC(=O)CCc1ccccc1
?	/	CC(=O)c1c(C)[nH]c(C(=O)COC(=O)c2cccc(S(=O)(=O)N(C)c3ccccc3)c2)c1C
0.1%	-8.6	CCCCCC(=O)NNC1=NCC(Cc2ccccc2)S1 (stereo not drawn)
?	/	CSc1nc(N)nc(SCC(=O)C(C)(C)C)c1C#N
i	13.3	COCC(=O)N1CCC(Oc2ccc(C(=O)NCc3csc(C(C)C)n3)cc2)CC1
?	/	Cc1ccc(N(C(=O)Nc2ccccc2)C2=NCCC2)cc1
1.1%	-2.3	Cc1cc(C)cc(OCC(=O)OCC(=O)NCCC2=CCCCC2)c1
i	/	O=C(O)CSCc1nc2ccccc2[nH]1
-13.9%	12.9	CC(=O)Nc1ccc(NC(=O)C2CCN(S(=O)(=O)c3cccc4nonc34)CC2)cc1

Filtered by structure, the entries above containing a nitro group on carbon
Lipid storage S3	Lipid storage S3 cell count max	Molecule
-1.2%	1.9	Cn1c(=O)c2c(ncn2CC(=O)N/N=C/C=C\c2ccccc2[N+](=O)[O-])n(C)c1=O
8.5%	-1.6	COc1ccc(Nc2nc(-c3cccc([N+](=O)[O-])c3)nc3ccccc23)c(OC)c1
?	/	Cc1ccccc1OCCNc1cc(N2CCNCC2)ccc1[N+](=O)[O-]
3.0%	-6.2	Nc1cc(N)nc(SCc2cc([N+](=O)[O-])cc3c2OCOC3)n1
?	/	CC(=O)c1ccc(N2CCC(c3cc(-c4ccc(Cl)cc4Cl)n[nH]3)CC2)c([N+](=O)[O-])c1
i	/	Cc1ccc([N+](=O)[O-])cc1NC(=O)CCSc1ccc(Cl)cc1
i	-14.4	Cc1ccc(S(=O)(=O)CC(=O)Nc2ncc([N+](=O)[O-])s2)cc1
